Menin-MLL TR inh: qHTS Assay for Inhibitors Targeting the Menin-MLL Interaction in MLL Related Leukemias: Competition With Texas Red Labeled MLL-derived Mutant Peptide; Menin + Texas Red MLL mutant peptide, fluorescence polarization; 270,000 compounds, 0.23% hits; AID 1768, 2009; Potency, µM (series often up to 61.6 µM), for the others: at the highest dose FP activity change, negative = inhibition, usual class: inhibitors; active means well fitted inhibition curve with a large enough effect in the polarisation, with a control signal flat, not every such curve was filed as active; inconclusive means small, poorly fitted or top-dose-only effect, or effect the other way, or a change in a side signal; inactive means no such curve, though single readings can be large or run the other way; the % refers to the polarisation; further: potency means the concentration at half of the fitted maximal effect; % of control where 0% means no effect; many of its hits are not listed in these tables
USP2a block: qHTS Assay for Inhibitors of Ubiquitin-specific Protease USP2a Using CHOP2 as the Reporter; Ubiquitin carboxyl-terminal hydrolase 2 (Homo sapiens), O75604; USP2 core, Ub-CHOP2 coupled fluorogenic reporter, 485/531; Potency, µM (top dose mostly 38.3 µM), for inactives: at the top dose activity change, negative = inhibition, most hits filed as inhibitors; 330,000 compounds, 0.01% hits; AID 463254, 2010;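 further: potency means the concentration at half of the fitted maximal effect; plate controls were DMSO wells for no effect and full inhibition by NEM control for full effect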
Target sequence (O75604 whole entry, looked up): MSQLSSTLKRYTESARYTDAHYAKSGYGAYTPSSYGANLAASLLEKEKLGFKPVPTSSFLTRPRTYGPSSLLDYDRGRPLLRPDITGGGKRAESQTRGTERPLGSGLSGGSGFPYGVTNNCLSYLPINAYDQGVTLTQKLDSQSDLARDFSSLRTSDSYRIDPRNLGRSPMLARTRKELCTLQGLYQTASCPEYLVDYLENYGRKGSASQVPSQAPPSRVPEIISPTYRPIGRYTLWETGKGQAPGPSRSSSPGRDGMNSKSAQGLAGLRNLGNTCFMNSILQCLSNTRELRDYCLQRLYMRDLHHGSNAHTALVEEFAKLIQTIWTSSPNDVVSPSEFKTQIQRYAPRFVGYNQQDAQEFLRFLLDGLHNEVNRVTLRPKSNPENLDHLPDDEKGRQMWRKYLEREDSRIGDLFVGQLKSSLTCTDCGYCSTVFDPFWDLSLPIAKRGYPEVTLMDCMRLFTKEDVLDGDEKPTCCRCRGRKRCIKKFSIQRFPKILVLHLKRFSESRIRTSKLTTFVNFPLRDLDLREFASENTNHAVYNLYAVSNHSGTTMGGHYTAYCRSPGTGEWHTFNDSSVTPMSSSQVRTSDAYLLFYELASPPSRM
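Cell-free coupled assay: 10nM USP2 core preincubated 30min RT with compound in Tris-HCl pH 8.0/CaCl2/CHAPS buffer, then 25nM Ub-CHOP2 and 25nM reporter substrate; fluorescence (Ex 485/Em 531) read after 60min RT, normalized to NEM inhibition, concentration-response curves fitted.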
GALK inhibitor: qHTS Assay for Inhibitors of Human Galactokinase (GALK); Purified GALK, Kinase-Glo residual ATP luminescence; Potency, µM (top dose mostly 57.5 µM), without a hit: at the highest dose activity change, negative = inhibition, most hits filed as inhibitors; 270,000 compounds, 0.007% hits; AID 1868, 2009; further: potency means the concentration at half of the fitted maximal effect; on the % scale 0 is the no-effect control and ±100 the full control effect
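Compounds were pin-transferred into ATP buffer (35 uM final), then GALK plus galactose (5 nM, 100 uM final) was added. After 1 h at room temperature, Kinase-Glo Plus was added and luminescence read after 10 min.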
FBPA coupling cs: qHTS Assay for Inhibitors of Fructose-1,6-bisphosphate Aldolase from Giardia Lamblia: Coupling assay counterscreen. coupling enzyme system counterscreen, AmpLite Red fluorescence. activity change, negative = inhibition, % at 58.2 µM, hits read low. 290,000 compounds, 0.67% hits. AID 2472, 2010; in the data active means activity change below about -30%; further: on the % scale 0 is the no-effect control and ±100 the full control effect
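Compounds tested against the coupling enzymes alone at 57.5 uM final; readout was AmpLite Red fluorescence (525/598 nm) after 20 min at RT.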
hERG WT inh: qHTS for Inhibitors of KCHN2 3.1: Wildtype qHTS | U2OS, BacMam KCNH2, thallium flux FluxOr; hits give low values | activity change, % at 1.84 µM | 340,000 compounds, 0.37% hits;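 active means maximum activity change below -70%; inconclusive means maximum activity change between -70% and -50%; inactive means maximum activity change above -50%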; further: on the % scale 0 is the no-effect control and ±100 the full control effect
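U2OS cells transduced with wild-type KCNH2 virus are loaded with FluxOr dye for 45 min, and thallium flux is measured in kinetic reads before and after stimulation buffer. Rate constants are normalized to DMSO controls.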
KCNH2 3.1 block: qHTS for Inhibitors of KCHN2 3.1: Mutant qHTS; Potassium voltage-gated channel subfamily H member 2, brain isoform KCNH2 3.1 (human); U2OS KCNH2 3.1, thallium flux FluxOr; hits give low values; activity change, % (tested at about 1.8 µM); 340,000 compounds, 0.95% hits;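 active means maximum activity change below -70%; inconclusive means maximum activity change from -70% to -50%; inactive means maximum activity change above -50%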;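 further: thallium influx rate constant from kinetic fluorescence after stimulation buffer; on the % scale 0 is the no-effect control and ±100 the full control effect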
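Measured as rate of thallium-driven FluxOr signal in transduced U2OS cells carrying the 3.1 channel, read kinetically for 2 min upon stimulation; values are rate constants scaled to DMSO control wells.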
Giardia kill: Small Molecules that selectively kill Giardia lamblia: qHTS. Giardia lamblia trophozoite viability. activity change, % at 7.66 µM, hits read low. 340,000 compounds, 0.15% hits. AID 540267, 2011; in the data active means activity change below about -80%; inconclusive means between about -30% and that limit;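 further: parasites exposed to compound for two days anaerobically before the ATP read; on the % scale 0 is the no-effect control and ±100 the full control effect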
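Viability, read as ATP luminescence: trophozoites at 100 cells/well, compound added, 48 hrs anaerobic at 37 deg C, then 15-30 min room-temperature development before reading.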
B2AR arrestin: qHTS assay of beta-arrestin-biased ligands of beta2-adrenergic receptor | Beta-2 adrenergic receptor (Homo sapiens), P07550 | beta-arrestin recruitment to beta2AR, cell-based reporter | Potency, µM (titrated, usually from 46.1 µM), for the others: top-dose activation, usual class: activators | 330,000 compounds, 0.02% hits | AID 492947, 2010;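 further: potency means the concentration at half of the fitted maximal effect; 0% = DMSO controls and full agonism = EC100 isoproterenol or metaproterenol; nearly all actives have a fitted effect of over 65% in size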
Target sequence (P07550 whole entry, looked up): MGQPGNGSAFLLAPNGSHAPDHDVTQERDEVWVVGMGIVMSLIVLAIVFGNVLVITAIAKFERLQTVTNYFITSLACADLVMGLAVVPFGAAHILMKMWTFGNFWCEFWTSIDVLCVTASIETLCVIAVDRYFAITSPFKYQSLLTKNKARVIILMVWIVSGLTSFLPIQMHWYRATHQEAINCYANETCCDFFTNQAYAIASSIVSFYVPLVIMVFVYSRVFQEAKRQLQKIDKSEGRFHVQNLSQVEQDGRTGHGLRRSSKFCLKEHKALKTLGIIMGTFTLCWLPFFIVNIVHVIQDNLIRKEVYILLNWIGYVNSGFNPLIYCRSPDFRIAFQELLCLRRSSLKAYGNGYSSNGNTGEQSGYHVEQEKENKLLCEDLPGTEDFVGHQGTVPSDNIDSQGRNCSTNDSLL
TRPV1 ag: HTS Assay for Compounds that Act as Agonists of the Vanilloid Receptor 1; AID 540275, 2011; 320,000 compounds, 0.19% hits; activation, % at 8.33 µM; Transient receptor potential cation channel subfamily V member 1 (Homo sapiens), Q8NER1; TRPV1-expressing cells, Fluo-8 calcium influx, agonist mode; in the data active means activation above about 80%; inconclusive means between about 30% and that limit; further: 0% is about no effect
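Fluo-8 calcium influx in TRPV1-expressing cells, kinetic read (ex 480/em 520 nm). Compound added and read 3 min for agonist activity, followed by capsaicin at EC20 final and 2 min further read for enhancement.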
MLL CXXC-DNA inh: qHTS Fluorescence Polarization Assay for Inhibitors of MLL CXXC domain - DNA interaction. Histone-lysine N-methyltransferase 2A (Homo sapiens), Q03164. MLL-CXXC / FITC-HOXA9 DNA fluorescence polarization. AID 2662, 2010. Potency, µM (top dose mostly 115 µM), for the others: at the highest dose activity change, negative = inhibition, hits mostly inhibitors. 290,000 compounds, 0.037% hits; active means well fitted inhibition curve with a large enough effect in the polarisation, with a control signal flat, not every such curve was filed as active; inconclusive means small, poorly fitted or top-dose-only effect, or effect the other way, or a change in a side signal; inactive means no such curve, though single readings can be large or run the other way; the % refers to the polarisation; further: potency means the concentration at half of the fitted maximal effect
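Fluorescence polarization: 7 uM MLL-CXXC (stock) preincubated 5 min with compounds, then 50 nM fluorescein-HOX-A9 DNA (stock) added; 30 min ambient. Buffer 50 mM Tris-HCl pH 7.5, 50 mM NaCl, 1 mM DTT, 0.05% BSA.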
PKM2 act: qHTS Assay for Activators of Human Muscle isoform 2 Pyruvate Kinase; Pyruvate kinase PKM (Homo sapiens), P14618; purified PKM2, Kinase-Glo ATP luminescence, activation; response scale: 0% is enzyme alone, no compound; Potency, µM (titrated, usually from 57.5 µM), without a hit: at the top dose activation, most hits filed as activators; 260,000 compounds, 0.34% hits; AID 1631, 2009; further: potency means the concentration at half of the fitted maximal effect; on the % scale 0 is the no-effect control and ±100 the full control effect; nearly all actives have a fitted effect of over 55% in size
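hPK-M2, >95% pure; 0.1 mM ADP / 0.5 mM PEP final; imidazole pH7.2 buffer w/ 7 mM MgCl2, 50 mM KCl; 1 h RT; Kinase-Glo lum. Intermediate enzyme activity for dual inhibitor/activator qHTS.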
Numbers without * were called inactive; i = inactive; u = inconclusive; x = no result given; [ ] = dose if it differs, or a comment. Unless noted, the call rests on the fitted dose curve; in most records, active means well fitted curve in the direction sought with a large enough effect; inconclusive means small, poorly fitted or top-dose-only effect, or another doubt; inactive means no such curve, though single readings can be large; an effect the other way counts as inactive or inconclusive. Some of the compounds tested (hit frequency here may not be typical).

SMILES	Menin-MLL TR inh	USP2a block	GALK inhibitor	FBPA coupling cs	hERG WT inh	KCNH2 3.1 block	Giardia kill	B2AR arrestin	TRPV1 ag	MLL CXXC-DNA inh	PKM2 act
COCCOC(=O)C1=C(C)OC(N)=C(C(=O)OC)C12C(=O)Nc1ccccc12 (stereo not drawn)	6%	1%	-1%	1	1	0	1	-0.5%	0	4%	5%
COC(=O)C1=C(c2ccc(-c3ccccc3)c(F)c2)C[C@@H]2CC[C@H]1N2C(=O)NCCO	x	5%	x	x	-4	12	20	0.1%	-1	x	x
COc1ccc2c3c1OC1C(O)C=CC4C(C2)[N+](C)(C)CCC341 (stereo not drawn)	-17%	-1%	-2%	0	-2	2	9	-0.5%	1	10%	x
CCC1(CC)C(=O)N(C)C(=O)NC1=NC	x	1%	-1%	5	0	12	-7	-0.8%	-3	36%	2%
N/C(=N\[N+](=O)[O-])N1CCN(C(=O)c2ccccn2)CC1	-19%	-7%	4%	-5	-11	-1	-6	0.1%	-3	-8%	x
Cc1cc(C=C2C(=O)NC(=O)NC2=O)c(C)n1-c1ccncc1	-5%	1%	-8%	-3	-11	3	16	-1.1%	-5	-2%	16%
Cc1ccc2cc3cc(C(=O)N4CCC5(CC4)OCCO5)oc3nc2c1	x	2%	1%	1	7	4	1	-0.2%	x	-4%	-4%
COC(=O)C1=C(c2ccc(Cl)c(C(F)(F)F)c2)C[C@@H]2CC[C@H]1N2C(=O)N1CCOCC1	x	1%	x	x	2	-1	-12	0.0%	u	x	x
CCNC(=O)NNC(=O)C1CC(c2cccnc2)=NO1 (stereo not drawn)	4%	4%	2%	1	1	-4	6	0.0%	-1	1%	-2%
CC(=O)OC1N=C(c2ccc(Cl)cc2)c2cc(Br)ccc2NC1=O (stereo not drawn)	4%	1%	3%	-29	1	-2	-1	0.4%	-1	0%	0%
COc1ccc(CN2CCN(C(=O)Cn3c(=O)oc4cc(Cl)ccc43)CC2)c(OC)c1OC	u	-3%	x	1	18	5	41[activator]	-0.6%	-5	9%	x
CC(C)C(=O)Nc1nnc(CCN(CCc2nnc(NC(=O)C(C)C)s2)[N+](=O)[O-])s1	x	-1%	0%	4	-10	11	-15	-0.3%	x	0%	0%
Cc1ccc(N2C(=O)NC(=O)C(CCc3ccncc3)(Cc3cccc(Cl)c3Cl)C2=O)cc1 (stereo not drawn)	-12%	3%	0%	-2	0	0	27	-0.5%	10	-1%	2%
O=C1c2ccccc2C(=O)N1Cc1nc2ccccc2c(=O)n1-c1cccnc1	2%	2%	0%	1	14	-4	-9	0.1%	6	-3%	7%
CCCCn1c(=O)c(C(=O)Nc2ccccc2C)c(O)c2ccccc21	u	2%	-4%	1	-2	-12	10	-0.2%	0	8%	3%
CNC(=O)Oc1ccc(-c2cn3cc(C)ccc3n2)cc1	-12%	4%	6%	-19	1	-1	-108*	-0.2%	3	4%	-25%
CC(=O)OC1(c2ccccc2)CCN(C)C(C)C1C (stereo not drawn)	10%	-1%	2%	1	-7	3	-6	-0.3%	2	1%	10%
O=C(c1ccc(C(F)(F)F)cc1)C1CCCN(Cc2ccncc2)C1 (stereo not drawn)	-13%	0%	7%	1	-3	7	0	-0.2%	u	1%	2%
Cc1ccc(/C=C2\C(=O)NC(=S)N(c3cccc(F)c3)C2=O)o1	55%[activator]	0%	4%	3	-6	7	-12	0.0%	1	-22%	-2%[11.5 µM]
O=C1Nc2cc(C(=O)N3CCC4(CC3)OCCO4)ccc2S/C1=C\c1ccccc1	-1%	3%	-4%	0	-5	-1	17	0.3%	12	32%[activator]	x
CN(C)CCN=Cc1c(O)n(-c2cccc3ccccc23)c(=O)[nH]c1=O	-4%	4%	-2%	0	-1	-7	0	0.1%	-5	8%	4%
O=C(Oc1c(Cl)cc(Cl)c2ccccc12)N1CCCCC1	-1%	3%	0%	6	-3	-27	-11	-0.2%	26	-7%	-3%
COc1ccc(CN2CCN(Cc3ccccc3OC)CC2)cc1	-26%	-1%	x	3	2	-11	-21	0.0%	2	-16%	x
Fc1ccc(C2=CCN(C(c3ccc(Cl)cc3)c3nnnn3Cc3ccccc3)CC2)cc1 (stereo not drawn)	-11%	2%	x	3	i	-5	16	-0.1%	16	3%	-2%
CC1(C)CC(=O)C(C=NCCN2CCN(C(=O)Cc3ccc(Cl)cc3)CC2)=C(O)C1	-1%	2%	-1%	1	11	-21	23	-0.1%	-3	-2%	-3%

(listing goes on)
SMILES	Menin-MLL TR inh	USP2a block	GALK inhibitor	FBPA coupling cs	hERG WT inh	KCNH2 3.1 block	Giardia kill	B2AR arrestin	TRPV1 ag	MLL CXXC-DNA inh	PKM2 act
CC(=O)OC(C)(C)/C=C/C(=O)[C@](C)(O)C1[C@H](O)C[C@@]2(C)C3CC=C4C(C[C@H](O)C(=O)C4(C)C)[C@]3(C)C(=O)C[C@]12C (stereo partly drawn)	x	12%	x	x	-6	18	4	0.3%	x	x	x
Cc1ccccc1CN1CCNCC1	3%	0%	6%	1	3	1	7	-1.0%	4	-1%	3%
Cc1ccccc1-n1c(O)c(C=NCCN2CCOCC2)c(=O)[nH]c1=O	0%	4%	-1%	2	6	4	-16	-0.8%	2	0%	-1%
O=C(NC1CCCCC1)N1C[C@H]2C[C@@H](C1)c1cccc(=O)n1C2	9%	-1%	x	1	9	5	21	0.3%	-1	u	x
CCCCn1c(O)c(C(C)=NCC2CCCO2)c(=O)[nH]c1=O (stereo not drawn)	-9%	6%	-1%	3	25	1	1	0.4%	-6	4%	-1%
CCN(C(=O)CSc1ncccc1C(=O)Oc1cccc([N+](=O)[O-])c1)c1cccc(C)c1	u	2%	0%	1	-1	3	7	3.4%	1	15%	5%
COc1cccc(CNCCc2ccc(F)cc2)c1	2%	0%	1%	3	-6	-8	-7	-1.1%	2	14%	x
CCOCCN1CCN(c2nnc3n2-c2ccc(Cl)cc2C(c2ccccc2Cl)=NC3)CC1	-5%	2%	-2%	-5	-23	x	-15	0.2%	-3	-9%	-1%
CCOC(=O)c1c(C)n(Cc2ccccc2)c2ccc(OCC(O)CNC(C)(C)C)cc12 (stereo not drawn)	u	4%	-2%	0	4	5	-16	0.6%	-2	1%	x
O=C1NC(=O)C2(Cc3ccccc3N3CCOCC32)C(=O)N1c1ccccc1 (stereo not drawn)	5%	3%	5%	2	-1	5	-10	-0.4%	-4	1%	-3%
Cc1ccc(S(=O)(=O)N2CCN(C(=O)COC(=O)Cc3ccccc3)CC2)c(C)c1	x	0%	x	x	-2	-19	10	-0.1%	0	x	x
COc1ccc(-n2nc(C(=O)NCC(=O)N3CCC4(CC3)OCCO4)c3ccccc3c2=O)cc1	-1%	0%	-1%	0	0	10	-25	-0.3%	1	6%	0%
COc1ccc(OC)c(CC(=O)O)c1	4%	0%	3%	0	-6	-8	2	0.3%	-1	0%	-9%

Two entries from above, as labelled records:
Compound: Cc1ccccc1-n1c(O)c(C=NCCN2CCOCC2)c(=O)[nH]c1=O
  Menin-MLL TR inh: 0%	USP2a block: 4%	GALK inhibitor: -1%	FBPA coupling cs: 2	hERG WT inh: 6	KCNH2 3.1 block: 4	Giardia kill: -16	B2AR arrestin: -0.8%	TRPV1 ag: 2	MLL CXXC-DNA inh: 0%	PKM2 act: -1%
Compound: O=C(NC1CCCCC1)N1C[C@H]2C[C@@H](C1)c1cccc(=O)n1C2
  Menin-MLL TR inh: 9%	USP2a block: -1%	GALK inhibitor: x	FBPA coupling cs: 1	hERG WT inh: 9	KCNH2 3.1 block: 5	Giardia kill: 21	B2AR arrestin: 0.3%	TRPV1 ag: -1	MLL CXXC-DNA inh: u	PKM2 act: x
